NOD1 inhibition = inhibition of NOD1-driven NF-kB reporter – cell-based, luminescence, uHTS, primary screen (AID 1578). 1% of 290,000 active. inhibition, % at 4 µM, or EC50 in µM where a hit was titrated. NOD1-driven NF-kB luciferase reporter cells, luminescence; higher % means a stronger effect; in the data active means inhibition mostly above about 36%, no sharp cut-off; inactive means mostly below about 34%;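 further: HEK-293T reporter cells stimulated with the NOD1 agonist gamma-tri-DAP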
NOD2 inhibition = NOD2 signaling inhibitors, cell-based, luminescence, uHTS, HEK293 (AID 1566); HEK293 NOD2/NF-kB luciferase reporter, luminescence; higher % means a stronger effect; one-dose inhibition, % at 4 µM; EC50 in µM for titrated hits; 0.63% of 290,000 active; in the data active means inhibition above about 50%; further: many of its hits are not listed in these tables
An asterisk follows results filed as active. This is a subset. The share of hits here may be higher or lower than overall.

NOD1 inhibition,NOD2 inhibition,Compound
-7%,11%,Cc1cc(S(=O)(=O)N2CCOCC2)ccc1NC(=O)c1ccc(F)cc1
-40%,-10%,O=C(CC(=O)NC1CCCCC1)N/N=C/c1ccccc1[N+](=O)[O-]
1%,15%,CCn1cc(C(=O)N[C@@H](CCSC)C(=O)NC(C)(C)CO)c(=O)c2cc3c(cc21)OCO3
-12%,14%,CCN(C(=S)NC(=O)C1CC1)c1ccccc1
-6%,17%,CCN(CC(=O)Nc1c(F)cccc1F)C(=O)C(C)SCc1nc2sc(C)c(C)c2c(=O)[nH]1 (centres undefined)
-30%,6%,CCOC(=O)C1CCN(CC(=O)N2CCc3ccccc32)CC1
-29%,0%,COCCC(=O)N1CCC(Oc2ccc(C(=O)NCCc3cn[nH]c3)cc2)CC1
-23%,-14%,NC(=O)C1CCCN1S(=O)(=O)c1ccc2ccccc2c1 (centres undefined)
-24%,-17%,COc1ccccc1CC(=O)N1CCN(c2ccccc2)CC1
6%,4%,Cc1ccc(NC(=O)Cn2c([N+](=O)[O-])cnc2C)cc1Cl
-34%,4%,O=C(COC(=O)c1ccco1)Nc1nc2c(F)c(F)c(F)cc2s1
-13%,-4%,O=C(Nc1ccccc1N1CCCCC1)c1cccc(Cl)c1

Some of the entries so far, with two lines to a compound:
The line under a structure holds: NOD1 inhibition	NOD2 inhibition
> CCN(CC(=O)Nc1c(F)cccc1F)C(=O)C(C)SCc1nc2sc(C)c(C)c2c(=O)[nH]1 (centres undefined)
  -6%	17%
> O=C(Nc1ccccc1N1CCCCC1)c1cccc(Cl)c1
  -13%	-4%
> Cc1cc(S(=O)(=O)N2CCOCC2)ccc1NC(=O)c1ccc(F)cc1
  -7%	11%
> CCn1cc(C(=O)N[C@@H](CCSC)C(=O)NC(C)(C)CO)c(=O)c2cc3c(cc21)OCO3
  1%	15%
> Cc1ccc(NC(=O)Cn2c([N+](=O)[O-])cnc2C)cc1Cl
  6%	4%
> COCCC(=O)N1CCC(Oc2ccc(C(=O)NCCc3cn[nH]c3)cc2)CC1
  -29%	0%

In another format: entries from further up.
| Compound | NOD1 inhibition | NOD2 inhibition |
| --- | --- | --- |
| CCN(C(=S)NC(=O)C1CC1)c1ccccc1 | -12% | 14% |
| CCN(CC(=O)Nc1c(F)cccc1F)C(=O)C(C)SCc1nc2sc(C)c(C)c2c(=O)[nH]1 (centres undefined) | -6% | 17% |
| CCOC(=O)C1CCN(CC(=O)N2CCc3ccccc32)CC1 | -30% | 6% |
| COCCC(=O)N1CCC(Oc2ccc(C(=O)NCCc3cn[nH]c3)cc2)CC1 | -29% | 0% |
| NC(=O)C1CCCN1S(=O)(=O)c1ccc2ccccc2c1 (centres undefined) | -23% | -14% |
| COc1ccccc1CC(=O)N1CCN(c2ccccc2)CC1 | -24% | -17% |

Later entries:
NOD1 inhibition,NOD2 inhibition,Compound
-42%,-8%,CCN(CC)CCCN(C(=O)c1ccc(Br)cc1)c1nc(-c2ccc(OC)cc2)cs1
-6%,12%,CN(Cc1cccc(F)c1)C(=O)CNS(=O)(=O)c1ccc2ccccc2c1
6%,13%,COc1ccc(CNC(=O)CCS(=O)(=O)c2ccc3c(c2)CC(C)N3C(=O)C2CC2)cc1 (centres undefined)
-12%,2%,CCOc1ccc(N(C)S(=O)(=O)c2ccc3[nH]cc(C(=O)NCC(OC)OC)c(=O)c3c2)cc1
-10%,10%,COC(=O)c1cc(S(=O)(=O)N2c3ccccc3CC2C)c[nH]1 (centres undefined)
-7%,-13%,COc1cccc(OC)c1C(=O)Nc1cccc(NC(=O)c2cccs2)c1
-13%,8%,Brc1cc(Br)c2nc3c(cc2c1)CCC3
-23%,-28%,CCCCOc1cccc(C2C(C(=O)c3ccc(C)o3)=C(O)C(=O)N2c2nnc(C)s2)c1 (centres undefined)
-19%,-4%,COc1ccc(-c2nnc(SCC(=O)N3CCCC3)o2)cc1
-8%,1%,Cc1ccc2[nH]c3ccccc3c(=O)c2c1
-10%,9%,Nn1c(SCC(=O)Nc2ccc(S(N)(=O)=O)cc2)nnc1-c1ccco1
-30%,-46%,Cc1cccc(C(=O)Nc2nnc(SCC(=O)NCc3ccco3)s2)c1

Further results.
NOD1 inhibition,NOD2 inhibition,Compound
-3%,-14%,CC(=O)Oc1ccc(C2=NN(c3ccccc3)C(c3ccccc3)C2)cc1 (centres undefined)
-24%,6%,O=C1CN(C(=O)c2cc(F)cc(F)c2)c2ccccc2N1
9%,-1%,O=C(/C=C/c1ccc(F)cc1)Nc1ccc(S(=O)(=O)N2CCOCC2)cc1
-10%,2%,CS(=O)(=O)Nc1ccc(C(=O)NCCSc2ccc(Cl)cc2)cc1
5%,8%,Cc1ccc(S(=O)(=O)N2CCN(C(=O)c3c(-c4ccccc4)noc3C)CC2)cc1C
-4%,19%,O=C(O)CCN1C(=O)c2ccccc2Sc2ncccc21
16%,19%,Cc1ccc(C)c(OCC(=O)Nc2ccncc2)c1
2%,24%,CCN(CC)C(=O)CSc1nc2c(sc(=S)n2-c2ccccc2)c(=O)n1-c1ccc(OC)cc1OC
-18%,12%,CCc1ccc(-c2ccc3nnc(SCC(N)=O)n3n2)cc1
0%,-28%,Cc1ccc(C)c(NC(=O)c2cnn(-c3ccccc3)c2C)c1
7%,8%,COc1cc(CN2CCN(C(O)(c3ccccc3)c3ccccc3)CC2)cc(OC)c1OC
-13%,-7%,CC(=O)Nc1ccc(S(=O)(=O)N(C)CC(=O)OC(C)C(=O)NC2CCCC2)cc1 (centres undefined)

Next section; it opens with the two that closed the last part.
NOD1 inhibition,NOD2 inhibition,Compound
7%,8%,COc1cc(CN2CCN(C(O)(c3ccccc3)c3ccccc3)CC2)cc(OC)c1OC
-13%,-7%,CC(=O)Nc1ccc(S(=O)(=O)N(C)CC(=O)OC(C)C(=O)NC2CCCC2)cc1 (centres undefined)
-7%,-12%,Cc1cc(-c2ccc(/C=N/n3cnnc3)o2)c(C)c([N+](=O)[O-])c1
-65%,-18%,CC(=O)c1ccc(NC(=O)C(C)Sc2nnc(C3CCCCC3)o2)cc1 (centres undefined)
47%,14%,Cc1ccccc1OCCSc1nc2ccccc2n1CCC(=O)O
-44%,11%,CCC(Oc1ccccc1)C(=O)Nc1nnc(S(=O)(=O)Nc2ccccc2)s1 (centres undefined)
14%,6%,Cc1cc(N)n2nc(-c3ccccc3)c(-c3ccccc3)c2n1
14%,-4%,CCCCn1c(SCC(=O)NC2CC2)nnc1-c1ccncc1
-17%,-2%,O=C(NCCc1ccccc1)c1cccc(S(=O)(=O)N2CCCCC2)c1
3%,11%,CCOC(=O)Nc1ccc(N2CCOCC2)c(S(=O)(=O)N2CCOCC2)c1
-54%,-5%,O=C(COc1ccc(NC(=O)c2ccccc2)cc1)c1ccccc1
-16%,-21%,Cc1cc(C(=O)NCC2CCCCC2)ccc1[N+](=O)[O-]
-6%,7%,COC(=O)c1ccc(N2CCN(C)CC2)c(NC(=O)COc2ccc(C)cc2)c1
-24%,15%,CCOC(=O)CNC(=O)COc1coc(CN2CCN(c3ccccc3F)CC2)cc1=O

Compound profiles (already shown).
CCC(Oc1ccccc1)C(=O)Nc1nnc(S(=O)(=O)Nc2ccccc2)s1 (centres undefined) is entered as NOD1 inhibition: -44%; NOD2 inhibition: 11%
COC(=O)c1ccc(N2CCN(C)CC2)c(NC(=O)COc2ccc(C)cc2)c1 is entered as NOD1 inhibition: -6%; NOD2 inhibition: 7%

(cont.)
NOD1 inhibition,NOD2 inhibition,Compound
-20%,6%,CC(C)(C)c1ccc(C2/C(=C(\O)c3ccc4c(c3)OCCO4)C(=O)C(=O)N2CCCN2CCOCC2)cc1 (centres undefined)
-1%,1%,COc1ccc(C(c2c(C)[nH][nH]c2=O)c2c(C)[nH][nH]c2=O)cc1Br
-4%,33%,CC(C)n1cc(CN2CCC(C(=O)Nc3ccc(Oc4ccccc4F)cc3)CC2)cn1
-13%,-14%,Cc1ccc2nc3c(cc2c1)c(NC(=O)C(C)(C)C)nn3CC(C)C
-10%,-9%,CC(=O)N1CCN(C(=O)c2cc(=O)c3ccccc3o2)CC1
-59%,-11%,COc1ccccc1NC(=O)c1cc([N+](=O)[O-])ccc1N1CCOCC1
-16%,-13%,CC1(C)S[C@@H]2[C@H](NC(=O)COc3ccccc3)C(=O)N2C1C(=O)OCc1cc2ccccc2n1S(=O)(=O)c1ccccc1 (some centres undefined)
-6%,30%,COc1ccccc1OCCCCn1ncc2ccc(OC)c(OC)c2c1=O
-26%,-15%,O=S(=O)(NC1CCCCC1N1CCN(c2ccccc2F)CC1)c1ccccc1 (centres undefined)
-5%,12%,COc1ccccc1N1Cc2ccc(OC)c(OC)c2C1=O
-20%,9%,CC1CCCCN1S(=O)(=O)c1ccc(C(=O)Nc2nnc(C3=COCCO3)o2)cc1 (centres undefined)
-13%,13%,CCOc1ccc(C(=S)N2CCCC2)cc1OCC

Going on with the list:
NOD1 inhibition,NOD2 inhibition,Compound
48%,-48%,CCc1c(C)nc2cc(-c3cccc(Br)c3)[nH]n2c1=O
-25%,-7%,CC(=O)C1=C(O)C(=O)N(c2ccc(F)cc2)C1c1ccc(C)cc1 (centres undefined)
-79%,0%,O=C(O)Cn1cc(CN2CCOCC2)c2ccccc21
-4%,14%,CCn1cc(C(=O)N[C@H](C(=O)NCCO)C(C)C)c(=O)c2cc3c(cc21)OCO3
-83%,-110%,Cc1ccc(C(=O)Nc2ccc3c(c2)OCO3)cc1Cl
-32%,-9%,O=C(Nc1cccc(F)c1)Nc1ccnn1C1CCN(C(=O)CCN2CCCO2)CC1
-21%,13%,CCN(CC)Cc1c(O)ccc2c(=O)c(-c3ccc(Cl)cc3)coc12
-30%,-2%,CC12CCC(=O)N1C(C(=O)Nc1ccccc1N1CCOCC1)CS2 (centres undefined)
4%,-8%,CCOc1ccc(N(CC(=O)NC2CC3CCC2C3)S(=O)(=O)c2ccccc2)cc1 (centres undefined)
-1%,-3%,O=C(Nc1oc2ccccc2c(=O)c1-c1ccc(Br)cc1)c1ccco1
-27%,-17%,O=C(N=C1SC2CS(=O)(=O)CC2N1c1cccc(Cl)c1)C1CCCO1 (centres undefined)
-26%,-7%,Cc1ccc(C(=O)N/C(=C\c2ccco2)C(=O)NCCN2CCOCC2)cc1C

Other entries:
NOD1 inhibition,NOD2 inhibition,Compound
0%,13%,CCOc1ccc(C(CC(=O)O)NC(=O)Cc2ccccc2)cc1OC (centres undefined)
-4%,-1%,NC(=O)CN(Cc1ccccc1)S(=O)(=O)c1ccc2c(c1)OCCO2
-2%,0%,COc1ccc(CNC(=O)C/C(C)=N/NC(=O)c2ccc(OC)cc2OC)cc1
-6%,0%,COc1ccc(NS(=O)(=O)c2ccc(NS(=O)(=O)c3cccs3)cc2)c(OC)c1
-33%,-24%,COc1ccc(-c2cc(C(=O)Nc3ccc4c(c3)OCO4)no2)cc1OC
-12%,-11%,Cc1ccc(S(=O)(=O)NN2C(=O)/C(=C/c3cccnc3)SC2=S)cc1
16%,2%,COC(=O)C(c1ccccc1)C1(O)CC(C)N(C)CC1C (centres undefined)
-21%,9%,Cc1cccc(NC(=O)c2cccc(S(=O)(=O)Nc3ccccc3C(=O)O)c2)c1
-13%,-7%,O=C(CSc1nnc(-c2cccc(F)c2)o1)N1CCOCC1
-52%,6%,COc1cccc(/C=C2\Oc3cc(OCC(=O)N4Cc5ccccc5C[C@H]4C(=O)O)ccc3C2=O)c1
0%,-2%,Cc1ccc(C)c(NC(=O)c2cc(C)nc3ccccc23)c1
-9%,-20%,COC(=O)c1cccc(N/C=C(\[N+](=O)[O-])S(=O)(=O)c2ccccc2)c1

Carrying on:
NOD1 inhibition,NOD2 inhibition,Compound
-16%,-4%,O=C(Cc1ccccc1F)OCN1C(=O)c2ccccc2C1=O
6%,-5%,O=C(COc1ccccc1)NC1CCCCCCC1
-4%,6%,COc1cc(C(=O)Oc2cc(N)n(S(=O)(=O)c3ccc(F)cc3)n2)cc(OC)c1OC
-31%,12%,CCOC(=O)c1c(S(=O)(=O)Nc2ccccc2OCC)c(C)n(C)c1C
-23%,-4%,Cc1nn(-c2ccccc2)c(Cl)c1/C=N/NC(=O)c1nn(C)cc1[N+](=O)[O-]
0%,-1%,COc1cccc(C(=O)CC(=O)C(=O)Nc2cc(OC)ccc2OC)c1
-3%,20%,CCOC(=O)N1CCN(c2nc(-c3ccccc3)c3cc(C)ccc3n2)CC1
-40%,4%,O=C(c1cc(F)ccc1F)N1CCC(N2CCC(C(=O)N3CCCC3)CC2)CC1
-3%,18%,CCC1CCCCN1C(=O)CSc1nc(N)cc(=O)[nH]1 (centres undefined)
-16%,-4%,COC(=O)c1cc(C(=O)NCC2CCCCC2)cc([N+](=O)[O-])c1
8%,0%,C=CCSc1nnc(NC(=O)CN2C(=O)NC3(CCCC3)C2=O)s1
-17%,-4%,COc1cc(NC(=S)N2CCN(S(=O)(=O)c3ccc(C)cc3)CC2)cc(OC)c1

Following part.
NOD1 inhibition,NOD2 inhibition,Compound
-21%,14%,COc1ccc(CCNC(=O)[C@H](CCSC)NC(=O)N2CCn3c2nc2ccccc23)cc1OC
-8%,-13%,COc1ccccc1C(=O)N(C)c1nnc(-c2ccccc2)s1
-24%,-6%,Cc1nn(C)cc1CN(C)C(=O)c1ccc(OC2CCN(Cc3ccccn3)CC2)cc1
-9%,18%,COc1ccc(NC(=O)CCn2ccnc2)c(OC)c1
-17%,-8%,Cc1ccccc1-c1noc(C(C)NC(=O)c2ccco2)n1 (centres undefined)
-19%,7%,O=S(=O)(Nc1ncccn1)c1ccc(NC(=S)N2CCN(c3cccc(C(F)(F)F)c3)CC2)cc1
-30%,-3%,CCOc1ccc(S(=O)(=O)NCCC(=O)N(C)CC(=O)Nc2ccc(OC)cc2)cc1
11%,-18%,CCC(Sc1nc2ncccc2[nH]1)C(=O)NC1CCC(C)CC1 (centres undefined)
-13%,4%,COC(=O)CSc1nc2c(cnn2-c2ccc(Cl)cc2)c(=O)[nH]1
-45%,4%,COc1cc(C(=O)NCCNC(=O)c2cc(OC)c(C)c(OC)c2)cc(OC)c1C

Screens deposited in PubChem BioAssay by Sanford-Burnham Center for Chemical Genomics.
